CSN deneddyl inh – blocks human CSN-mediated cullin deneddylation. Q92905. inhibition, % at 12.5 µM. Purified CSN, SCF-Nedd8-OG deneddylation, fluorescence polarization. AID 651999. 360,000 tested, 0.38% active;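 active means pattern-corrected inhibition above about 35%, with an unprinted fluorescence ratio check between 0.5 and 1.5, limit read from the data, passing the limit was not always enough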;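 further: 0% = enzyme with substrate and 100% = substrate without enzyme; some results filed as inactive read as strong as hits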
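Material: human Csn5 produced in HEK293T cells; Input: enzyme 0.24 nM; Reagent: SCFSkp2-Nedd8OG substrate at 10 nM final; Dosing: 12.5 µM compound; Incubation: 90 min reaction at room temperature; Detection: fluorescence polarization of the substrate; Evaluation: % inhibition of substrate cleavage by Csn5; Control set: substrate-only high control, full reaction low control.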
Neddyl block – blocks human cullin neddylation; TR-FRET cullin neddylation, biochemical; calls only at 25 µM; 360,000 tested, 0.58% active; in the data active means inhibition above about 36%
LMPTP block – blocks human LMPTP phosphatase | recombinant LMPTP-A, OMFP fluorogenic substrate, fluorescence intensity | inhibition, % at 20 µM | 360,000 tested, 0.22% active | AID 651560;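 active means compounds that cut the enzyme signal by at least half of the control window in the single-dose screen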;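 further: plate controls were DMSO wells with enzyme plus substrate for no effect and substrate without enzyme for full effect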
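test system = LMPTP-A | amount = 0.625 nM LMPTP-A final | reagent = fluorogenic phosphatase substrate OMFP at 400 µM final | incubation = 50 min at room temperature | benchmarks = no-enzyme low control, uninhibited high control | medium = Bis-Tris pH 6.0, DTT, detergent | signal = fluorescence intensity of OMFP turnover product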
SUMO1 PPI mod – modulators of human SUMO1-mediated protein-protein interactions; P63165; SUMO1 binding to a labelled peptide, TR-FRET, 1 h; inhibition, % at 20 µM; 360,000 tested, 0.33% active; in the data active means inhibition above about 37%
NadD inh – NadD (S. aureus) enzyme inhibition; purified NadD enzyme, colorimetric absorbance read-out; inhibition, % at 20 µM; 360,000 tested, 0.78% active; AID 602399; in the data active means inhibition above about 26%; further: some compounds past the cut are filed as inactive
DNMT1 inh – blocks human DNA methyltransferase DNMT1. P26358. DNMT1 molecular beacon, Hinp1I cleavage, fluorescence. inhibition (reported as % activation of signal), % at 10 µM. 360,000 tested, 0.83% active; in the data active means inhibition above about 50%
Target sequence (P26358 504-1616 limits assumed): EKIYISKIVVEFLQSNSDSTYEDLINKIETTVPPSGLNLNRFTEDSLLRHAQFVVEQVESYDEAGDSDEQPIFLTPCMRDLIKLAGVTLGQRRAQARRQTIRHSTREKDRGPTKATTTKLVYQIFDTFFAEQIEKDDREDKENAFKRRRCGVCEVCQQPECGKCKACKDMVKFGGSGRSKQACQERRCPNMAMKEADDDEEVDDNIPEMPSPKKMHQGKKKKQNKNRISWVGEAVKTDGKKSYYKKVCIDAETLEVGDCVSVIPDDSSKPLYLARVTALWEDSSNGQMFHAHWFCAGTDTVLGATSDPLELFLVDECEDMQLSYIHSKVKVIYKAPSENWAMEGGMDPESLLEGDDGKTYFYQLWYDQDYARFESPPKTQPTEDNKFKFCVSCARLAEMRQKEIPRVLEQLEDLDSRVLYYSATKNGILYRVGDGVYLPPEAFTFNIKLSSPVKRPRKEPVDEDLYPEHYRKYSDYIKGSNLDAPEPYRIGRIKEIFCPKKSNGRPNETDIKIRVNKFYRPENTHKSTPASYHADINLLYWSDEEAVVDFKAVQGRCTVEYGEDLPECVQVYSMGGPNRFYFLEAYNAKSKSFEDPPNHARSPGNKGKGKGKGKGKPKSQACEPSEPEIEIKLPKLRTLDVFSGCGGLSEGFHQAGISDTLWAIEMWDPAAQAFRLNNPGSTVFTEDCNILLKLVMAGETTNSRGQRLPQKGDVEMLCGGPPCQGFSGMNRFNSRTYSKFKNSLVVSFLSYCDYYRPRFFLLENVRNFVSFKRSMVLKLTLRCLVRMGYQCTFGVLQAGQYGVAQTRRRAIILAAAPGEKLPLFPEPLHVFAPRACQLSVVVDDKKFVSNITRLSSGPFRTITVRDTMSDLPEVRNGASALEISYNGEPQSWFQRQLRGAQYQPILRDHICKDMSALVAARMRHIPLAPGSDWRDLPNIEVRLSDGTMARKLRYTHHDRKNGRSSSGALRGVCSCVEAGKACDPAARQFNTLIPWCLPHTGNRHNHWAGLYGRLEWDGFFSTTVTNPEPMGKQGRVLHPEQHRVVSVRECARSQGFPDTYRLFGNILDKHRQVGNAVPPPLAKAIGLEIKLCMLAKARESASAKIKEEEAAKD
Rpn11 inh – Rpn11 (human) deubiquitinase inhibition; O00487; human 26S proteasome, Ub4-pepOG fluorescence polarization; 20S core pre-blocked with epoxomicin; calls only at 20 µM; 360,000 tested, 0.59% active;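 active means inhibition at 20 µM, scaled to each plate's controls, above about 33%, limit read from the data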
Rin1 Abl inh – human Rin1-Abl interaction inhibition; inhibition, % at 7.35 µM; AID 588664; 360,000 tested, 0.4% active; P00519+Q13671; TR-FRET Rin1/Abl binding, biochemical; in the data active means inhibition above about 5%, passing the limit was not always enough
STEP inh – blocks human striatal-enriched tyrosine phosphatase; AID 588621; P54829; inhibition, % at 20 µM; recombinant STEP, OMFP fluorogenic substrate, fluorescence; 360,000 tested, 0.25% active;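 active means inhibition at 20 µM, scaled per plate between control wells, above about 37%, limit read from the data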;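 further: 0% = DMSO with enzyme and substrate and 100% = substrate only without enzyme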
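Assay system: isolated STEP enzyme / Timing: 20 min at room temperature, dark / Doses: 20 µM, 1% DMSO / Technique: fluorescence intensity, excitation 480 nm, emission 540 nm / Reagent: fluorogenic phosphatase substrate OMFP at 25 µM final / Measure: percent inhibition scaled to no-enzyme and uninhibited-enzyme controls, plate-pattern corrected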
Scp1 inh – inhibitors of human Scp-1 phosphatase | Q9GZU7 | Recombinant Scp1, phosphopeptide, malachite green phosphate absorbance | 340,000 tested, 0.88% active | inhibition, % at 20 µM;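 active means inhibition above about 50% at 20 µM, limit read from the data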;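 further: plate controls were DMSO wells with enzyme for no effect and wells lacking enzyme for full effect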
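Test system: SCP-1 phosphatase catalytic domain, residues 76-261 | Compound dosing: One concentration, 20 µM, with 1.0% DMSO | Schedule: 45 min room-temperature reaction, 5 min colour, 30 min stabiliser | Detection: Absorbance at 630 nm | Read-out basis: % inhibition of SCP-1 phosphate liberation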
* = called active by the depositor; i = inactive; / = not tested or not shown; + = active, no number.

1: Oc1c(C(c2ccccn2)N2CCOCC2)ccc2cccnc12 (stereo not given)
2: O=C(C1=C(O)C(=O)N(CCOCCO)C1c1ccccn1)c1cccs1 (stereo not given)
3: C=CCN1CCN(C(c2ccc(OC)c(OC)c2)c2nnnn2C(C)(C)C)CC1 (stereo not given)
4: NC(=O)c1cccc(C(N)=O)n1
5: CC(C)NC(=O)N(C)C[C@H]1OCc2cnnn2CCCC(=O)N([C@@H](C)CO)C[C@H]1C
6: Cc1ccc(Nc2nc(COC(=O)C3CC3)cs2)cc1
7: Cn1c(=O)[nH]c2ncn(C)c2c1=O
8: O=C(c1ccc2ccccc2c1)C1CCCN(C(=O)CCn2cnnn2)C1 (stereo not given)
Screen / compound no.	1	2	3	4	5	6	7	8
CSN deneddyl inh	7	-2	3	-3	5	-7	0	3
Neddyl block	i	i	i	i	i	i	i	i
LMPTP block	-0.8	-2.4	-2.0	0.4	0.1	1.1	-1.2	-1.1
SUMO1 PPI mod	-11	-3	-3	5	10	2	3	-7
NadD inh	-4	3	0	-3	5	-3	0	-5
DNMT1 inh	-1	-1	2	-1	5	-7	1	4
Rpn11 inh	i	i	i	i	i	i	i	i
Rin1 Abl inh	27*	1	-1	2	-2	-5	0	1
STEP inh	3	-1	1	-3	0	-2	-2	-1
Scp1 inh	0	2	-4	-2	/	-1	-9	-10

9: CCC(=O)N1CCN(c2ccc(NC(=O)c3ccc4c(c3)OCCO4)cc2)CC1
10: COC(=O)c1ccc(NC(=O)CS(=O)(=O)Cc2ccccc2)cc1
11: CCCCc1ccc(NC(=O)Nc2c(C)n(C)n(-c3ccccc3)c2=O)cc1
12: O=c1c2ccccc2nc(-c2ccccc2)n1CCCN1CCOCC1
13: COc1cc([N+](=O)[O-])c(C(=O)N2CCOCC2)c([N+](=O)[O-])c1
14: O=C(CCCC(=O)OCC(F)(F)C(F)F)Nc1ccccc1F
15: Cc1nc(NC(=O)CSc2nnc(-c3ccc4c(c3)OCO4)o2)c(Cl)cc1Cl
16: Oc1ccccc1C(=S)N1CCCCC1
Screen / compound no.	9	10	11	12	13	14	15	16
CSN deneddyl inh	-7	4	4	-2	0	8	-14	3
Neddyl block	i	i	i	i	i	i	i	i
LMPTP block	0.8	1.7	-0.1	1.3	-1.6	-0.5	0.0	-3.1
SUMO1 PPI mod	-2	1	-1	1	-26	-5	6	-1
NadD inh	8	0	0	1	-2	2	-4	10
DNMT1 inh	-2	17	1	1	-1	1	-5	-2
Rpn11 inh	i	i	i	i	i	i	i	i
Rin1 Abl inh	1	0	0	2	-4	-2	-1	0
STEP inh	0	-3	0	-1	-2	-1	-1	8
Scp1 inh	-7	-5	13	7	-4	2	-10	4

17: CN1c2ccccc2N(C)C1c1ccc2c(c1)OCO2
18: C=CCn1c(SCC(=O)NCC2CCCO2)nc2scc(-c3ccco3)c2c1=O (stereo not given)
19: COc1ccccc1CNC(=O)COC(=O)Cc1c(F)cccc1Cl
20: CC1=CC(C)(C)NC(=S)N1CCO
21: COC(=O)CSc1nc(Cc2ccccc2)nc2ccccc12
22: Cc1cc(NNC(=O)c2cccc(C(F)(F)F)c2)nc2c1c(C)nn2C
23: CCCC(=O)Nc1ccccc1NC(=O)c1ccc(OCC)cc1
24: Cc1ccc(NC(=O)C2(c3ccc([N+](=O)[O-])cc3)CCCC2)cc1
Screen / compound no.	17	18	19	20	21	22	23	24
CSN deneddyl inh	0	-4	-14	1	-5	-3	-4	0
Neddyl block	i	i	i	i	i	i	i	i
LMPTP block	2.9	0.7	0.5	-0.9	1.2	-1.3	-0.8	1.0
SUMO1 PPI mod	0	5	-4	0	3	4	1	-20
NadD inh	3	5	-2	-1	-5	-2	1	1
DNMT1 inh	-1	2	0	-1	-1	-1	-1	-1
Rpn11 inh	i	i	i	i	i	i	i	i
Rin1 Abl inh	-3	0	1	0	0	-1	3	-3
STEP inh	0	-3	-3	1	0	4	-3	1
Scp1 inh	13	-4	4	-10	-6	-8	-1	-12

25: CC(NC(=O)c1cc(S(=O)(=O)N2CCCC2)cn1C)c1ccccc1 (stereo not given)
26: CCN(CC)S(=O)(=O)c1ccc(-c2nnc(SCC(=O)Nc3ccc(OC)cc3)o2)cc1
27: CC(=O)NC1=NC(=O)/C(=C/c2cn(C(C)=O)nc2-c2ccccc2)S1
28: O=c1cc(NCCO)c2ccccc2o1
29: COc1ccccc1CNS(=O)(=O)c1cc2c3c(c1)C(C)C(=O)N3CCC2 (stereo not given)
30: C=CCn1c(SCC(=O)NCc2ccccc2)nnc1-c1ccccc1O
31: Cc1ccc(C)c(NC(=S)NCCN2CCOCC2)c1
32: C=CCCC1CN(CCCC)S(=O)(=O)c2c(F)cccc2O1 (stereo not given)
Screen / compound no.	25	26	27	28	29	30	31	32
CSN deneddyl inh	-1	6	11	-1	-2	0	-3	-1
Neddyl block	i	i	i	i	i	i	i	i
LMPTP block	0.3	-1.2	-5.6	-1.3	-1.0	-0.9	-1.8	1.8
SUMO1 PPI mod	1	-1	6	0	2	0	1	4
NadD inh	0	12	4	-2	3	1	-2	-5
DNMT1 inh	7	30	-1	2	-1	2	0	2
Rpn11 inh	i	i	i	i	i	i	i	i
Rin1 Abl inh	1	2	-1	-3	0	-6	-3	0
STEP inh	-4	1	-1	6	2	1	5	-1
Scp1 inh	2	0	3	-2	-7	-9	-5	-20

33: COc1ccccc1CN1C[C@@H]2C[C@@H](c3ccccc3C)N3CCC[C@@]23C1=O
34: CCOc1ccccc1NC(=O)c1c(NC(=O)CCC(=O)O)sc2c1CCCCC2
35: Cc1ccccc1OCCOCCN1CCCCCC1
36: COc1ccc(/C(=N\O)c2ncc(C(F)(F)F)cc2Cl)cc1
37: C[C@@H]1O[C@@H](OC[C@@H]2O[C@H](Oc3c(-c4ccc(O)cc4)oc4cc(O)cc(O)c4c3=O)[C@@H](O)[C@H](O)[C@H]2O)[C@H](O)[C@H](O)[C@H]1O
38: Cc1cccc(Nc2nc(N3CCCC3)nc(N3CCCC3)n2)c1
39: COc1ccccc1C(=O)Nc1ccc2[nH]ncc2c1
40: Cc1cc(C)c[n+](C[n+]2cc(C)cc(C)c2)c1
Screen / compound no.	33	34	35	36	37	38	39	40
CSN deneddyl inh	6	-10	-4	-3	1	1	-1	-3
Neddyl block	i	i	i	i	i	i	i	i
LMPTP block	-1.1	0.2	1.7	1.7	-1.8	5.7	-0.7	-1.3
SUMO1 PPI mod	-3	4	4	-2	-9	5	5	-1
NadD inh	1	17	6	-10	-1	-8	1	-2
DNMT1 inh	-1	-12	-2	-5	7	-5	-6	3
Rpn11 inh	i	i	i	i	i	i	i	i
Rin1 Abl inh	-1	-5	2	-1	0	-1	-1	2
STEP inh	-2	5	0	-1	4	-1	-2	-2
Scp1 inh	-3	-4	-6	0	-8	-6	3	-7

Laid out differently: 4 of the compounds above
| # | compound | CSN deneddyl inh | Neddyl block | LMPTP block | SUMO1 PPI mod | NadD inh | DNMT1 inh | Rpn11 inh | Rin1 Abl inh | STEP inh | Scp1 inh |
| --- | --- | --- | --- | --- | --- | --- | --- | --- | --- | --- | --- |
| 35 | Cc1ccccc1OCCOCCN1CCCCCC1 | -4 | i | 1.7 | 4 | 6 | -2 | i | 2 | 0 | -6 |
| 38 | Cc1cccc(Nc2nc(N3CCCC3)nc(N3CCCC3)n2)c1 | 1 | i | 5.7 | 5 | -8 | -5 | i | -1 | -1 | -6 |
| 39 | COc1ccccc1C(=O)Nc1ccc2[nH]ncc2c1 | -1 | i | -0.7 | 5 | 1 | -6 | i | -1 | -2 | 3 |
| 34 | CCOc1ccccc1NC(=O)c1c(NC(=O)CCC(=O)O)sc2c1CCCCC2 | -10 | i | 0.2 | 4 | 17 | -12 | i | -5 | 5 | -4 |

Entries listed so far marked active in Rin1 Abl inh.
1: Oc1c(C(c2ccccn2)N2CCOCC2)ccc2cccnc12 (stereo not given)
Screen / compound no.	1
CSN deneddyl inh	7
Neddyl block	i
LMPTP block	-0.8
SUMO1 PPI mod	-11
NadD inh	-4
DNMT1 inh	-1
Rpn11 inh	i
Rin1 Abl inh	27*
STEP inh	3
Scp1 inh	0

Additional records:
41: CC1=CC(C)(C)N(C(=O)CSc2nnc(N)s2)c2c(C)cc(C)cc21
42: CCOC(=O)N1CCN(C(=O)c2cc(OC)c(OC)c(OC)c2)CC1
43: CC1(CN2CCCC2)CCC(NC(=O)C(c2ccccc2)c2ccccc2)C(C)(C)O1 (stereo not given)
44: Cn1c(=O)c2c(nc(CN3CCc4ccccc4C3)n2Cc2ccc(F)cc2)n(C)c1=O
45: Cn1nc(C(F)(F)F)c(-c2ccccc2)c1NC(=O)c1cccnc1
46: O=c1c2nnn(-c3ccc(Cl)cc3)c2ncn1Cc1ccccn1
47: Cc1ccc(C(=O)O)cc1NC(=S)NCCc1ccccc1
48: Cn1c(=O)c2c(nc(NN=C3CCCC3)n2C)n(C)c1=O
Screen / compound no.	41	42	43	44	45	46	47	48
CSN deneddyl inh	4	-1	0	-1	-5	-4	2	1
Neddyl block	i	i	i	i	i	i	i	i
LMPTP block	-0.7	2.1	0.3	0.6	-2.9	-0.2	-0.9	-1.1
SUMO1 PPI mod	0	17	-1	4	-2	4	4	19
NadD inh	10	4	-2	6	-3	-5	-1	-1
DNMT1 inh	0	0	-7	-13	0	-3	1	-4
Rpn11 inh	i	+	i	i	i	i	i	i
Rin1 Abl inh	3	-1	8	-7	-4	0	2	2
STEP inh	1	1	2	-1	-2	-3	8	3
Scp1 inh	4	-2	/	-8	3	0	-5	-7

49: CC1CCN(S(=O)(=O)c2cc(C(=O)N3CCN(c4ncccn4)CC3)ccc2Br)CC1
50: CNS(=O)(=O)c1cc(NC(=O)CCNC(=O)c2ccco2)ccc1C
51: CCc1ccc(OCC(=O)NNC(=O)c2ccc(NC(=O)C3CC3)cc2)cc1
52: CCCC(=O)c1ccc(N2CCN(C(=O)OCC)CC2)c(F)c1
Screen / compound no.	49	50	51	52
CSN deneddyl inh	-3	3	6	1
Neddyl block	i	i	i	i
LMPTP block	0.8	-1.5	37	0.6
SUMO1 PPI mod	0	-23	19	4
NadD inh	3	7	-1	3
DNMT1 inh	1	-4	16	-1
Rpn11 inh	i	i	i	i
Rin1 Abl inh	1	0	-3	0
STEP inh	-1	0	39	-4
Scp1 inh	3	-4	52*	-1
